Assay outcomes: PubChem BioAssay, National Center for Advancing Translational Sciences (NCATS)
TCR act – activates T cell receptor signaling. Potency, µM (doses to about 9.22 µM), inactives show top-dose activation of IL-2 secretion, most hits filed as activators. 330,000 tested, under 10 active. primary human leukocytes, anti-CD3, IL-2 HTRF, 48 h; note: % of control where 0% means no effect
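48 hr co-incubation of compounds, a-CD3 beads and primary human leukocytes; IL-2 quantified homogeneously by HTRF with anti-IL-2 K and d2 conjugates.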
a7 integrin act – activators of alpha7 integrin expression for muscular dystrophy; alpha7betagal myoblasts, beta-gal FDG fluorescence, 48 h; Potency, µM (titrated, usually from 38.3 µM), without a hit: at the highest dose activation, actives largely listed as activators; hit rate 0.064% among 350,000; AID 624291;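 note: potency is the fitted concentration of half-maximal effect; 100% = response of the positive control SU9516; nearly all actives have a fitted effect of over 60% in size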
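Alpha7betagal+/- myoblasts (passage 13) were plated 16-24 hr, then exposed to compounds (1:260 dilution of DMSO stock) for 48 hours at 37C. After MPER lysis, β-galactosidase reporter activity was read as FDG fluorescence (ex 480/em 540) after 30 minutes.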
TSHR antag – human thyrotropin receptor antagonism | P16473 | TSHR-expressing cells, TSH-stimulated cAMP HTRF, 2 h; hits give low values | activity change, negative = inhibition, % at 11.5 µM | hit rate 0.2% among 330,000;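 active = activity change below a set negative limit, meaning inhibition stronger than a set level, cut at about -70% in these data; inconclusive = activity change between two set negative limits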; note: % is set by controls: 0 for no effect and ±100 for the full control effect
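Antagonism was scored as loss of TSH-driven cAMP in TSHR cells, stimulated with 4nM TSH (EC80) for 2 hours at 37 deg C and detected by homogeneous HTRF competition immunoassay.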
AT treatment – potential ataxia-telangiectasia treatment; […] A-T fibroblasts, KAP-1 phosphorylation AlphaLISA; neocarzinostatin DNA damage 30 min before lysis; Potency, µM (titrated, usually from 57.5 µM), for inactives: at the top dose activation, hits mostly activators; hit rate 0.19% among 320,000; AID 485349; note: potency is the fitted concentration of half-maximal effect; % of control where 0% means no effect; nearly all actives have a fitted effect of over 45% in size
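ATM-like activity read as KAP-1 phosphorylation via AlphaLISA donor/acceptor antibody pairs after lysis and 6 hr at 25C. Cells were ATM-null patient fibroblasts ([…], hTERT), dosed 60 min, then exposed to the DSB inducer NCS for 30 min.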
Eya2 inh – Eya2 (human) phosphatase inhibition. O00167. recombinant Eya2, OMFP fluorescence dephosphorylation (OMFP is methylfluorescein phosphate). Potency, µM (titrated, usually from 76.9 µM), for inactives: at the highest dose activity, negative = inhibition, hits mostly inhibitors. hit rate 0.006% among 330,000; note: potency is the fitted concentration of half-maximal effect; % is set by controls: 0 for no effect and ±100 for the full control effect
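Eya2 (0.2 uM) preincubated 10 min at ambient with compound, then OMFP substrate added at 50 uM; 10 min reaction in 50 mM HEPES pH 7.5, 50 mM NaCl, 5 uM MgCl2, 0.05% BSA, 1 mM DTT. Fluorescence read at Ex 485/Em 525 nm.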
ASM inhibitor – inhibitors of human secretory acid sphingomyelinase; P17405; placental ASM, HMU-PC fluorogenic substrate, 60 min; Potency, µM (highest dose often 57.5 µM), inactives show top-dose activity change, negative = inhibition, most hits filed as inhibitors; hit rate 0.006% among 340,000; AID 504937; note: potency is the fitted concentration of half-maximal effect
Target sequence (P17405 47-631 limits assumed): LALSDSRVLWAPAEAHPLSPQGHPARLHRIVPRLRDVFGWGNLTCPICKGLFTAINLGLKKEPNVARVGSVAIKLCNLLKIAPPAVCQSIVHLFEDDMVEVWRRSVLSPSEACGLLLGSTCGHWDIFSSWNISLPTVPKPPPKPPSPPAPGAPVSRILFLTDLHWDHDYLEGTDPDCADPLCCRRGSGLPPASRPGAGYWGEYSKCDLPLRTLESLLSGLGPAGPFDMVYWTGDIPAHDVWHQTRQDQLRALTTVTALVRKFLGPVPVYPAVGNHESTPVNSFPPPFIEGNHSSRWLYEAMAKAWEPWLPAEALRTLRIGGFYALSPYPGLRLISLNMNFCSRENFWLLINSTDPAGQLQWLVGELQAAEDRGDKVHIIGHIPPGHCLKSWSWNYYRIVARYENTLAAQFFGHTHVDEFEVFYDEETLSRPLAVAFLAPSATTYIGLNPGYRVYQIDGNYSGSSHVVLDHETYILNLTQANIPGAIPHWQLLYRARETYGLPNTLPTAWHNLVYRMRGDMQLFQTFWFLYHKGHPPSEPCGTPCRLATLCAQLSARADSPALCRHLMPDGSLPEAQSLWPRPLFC
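Fluorescence read-out (Ex 386 nm, Em 447 nm) after stopping the reaction at pH 10. Enzyme: ASM from human placenta; substrate HMU-PC0, 9 uM final; 60 min, 37 °C. Compound preincubation 10 min, ambient temperature.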
Mito fusion yeast – inhibitors of mitochondrial division or activators of mitochondrial fusion; S. cerevisiae fusion-defective mutant growth rescue, CellTiterGlo 48 h; Potency, µM (series often up to 46.1 µM), without a hit: at the highest dose growth rescue (activation), hits mostly activators; hit rate 0.23% among 320,000;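 note: potency is the fitted concentration of half-maximal effect; % of control where 0% means no effect; nearly all actives have a fitted effect of over 45% in size; temperature-sensitive fusion mutants such as fzo1-1 at 37 °C on non-fermentable ethanol glycerol medium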
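Read-out: ATP-based luminescence (CellTiterGlo, 10 min ambient) reporting growth of fusion-defective ts yeast after 48 hours at 37C on glycerol/ethanol YPEG medium in the presence of compound.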
TSG101-PTAP inh – blocks PTAP/TSG101 interaction to inhibit HIV-1 budding; Q99816; Fluorescence polarization, FITC-PTAP peptide / Tsg101 binding; Potency, µM (top dose mostly 115 µM), without a hit: top-dose activity change, negative = inhibition, hits mostly inhibitors; 340,000 tested, under 10 active; AID 493005; active = well fitted inhibition curve with a large enough effect in the main read-out, with a control signal flat, not every such curve was filed as active; inconclusive = small, poorly fitted or top-dose-only effect, or effect the other way, or a change in a side signal; inactive = no such curve, though single readings can be large or run the other way; note: potency is the fitted concentration of half-maximal effect; % of control where 0% means no effect
Target sequence (Q99816 whole entry, looked up): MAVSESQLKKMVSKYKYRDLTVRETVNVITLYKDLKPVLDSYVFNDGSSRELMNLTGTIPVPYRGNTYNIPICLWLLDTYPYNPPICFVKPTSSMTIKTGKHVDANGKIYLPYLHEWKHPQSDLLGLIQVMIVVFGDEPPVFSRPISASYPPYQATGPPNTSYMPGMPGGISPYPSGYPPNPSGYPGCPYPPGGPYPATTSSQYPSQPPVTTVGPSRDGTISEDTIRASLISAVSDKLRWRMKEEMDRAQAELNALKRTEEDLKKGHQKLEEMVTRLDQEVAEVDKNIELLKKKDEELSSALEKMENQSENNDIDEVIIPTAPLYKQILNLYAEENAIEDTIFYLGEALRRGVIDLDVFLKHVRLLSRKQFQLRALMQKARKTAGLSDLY
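Compounds were pin-transferred onto Tsg101 binding domain (10 uM final) in HEPES pH 7.5 buffer, then FITC-PTAP peptide was added at 50 nM final. After 20 min at RT, polarization reported peptide displacement across a qHTS concentration series.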
Tb PFK block – T. brucei PFK enzyme inhibition; O15648; T. brucei PFK, ADP-Glo luminescence; Potency, µM (highest dose often 57.5 µM), without a hit: at the highest dose activity, negative = inhibition, most hits filed as inhibitors; hit rate 0.17% among 330,000;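 note: potency is the fitted concentration of half-maximal effect; 0% = uninhibited 1x PFK enzyme wells and -100% = no-enzyme wells; nearly all actives have a fitted effect of over 60% in size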
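PFK 1.25 nM, F6P 0.5 mM, ATP 0.1 mM, 0.1 M TEA pH 8.0, 5 mM MgCl2, 0.01% Tween20, 0.1% BSA; 45 min RT. ADP-Glo readout. qHTS titration up to 57 uM; curves fitted, compounds curve-classed.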
Chronic BCR inh – chronic active BCR signaling inhibition. hit rate 0.05% among 340,000. ABC-DLBCL IkBa-CBG/CBR reporter, luminescence ratio, 4 h. Potency, µM (top dose mostly 46.1 µM), for inactives: at the top dose ratio change, negative = lower green/red ratio, actives largely listed as inhibitors. AID 493014; active = well fitted inhibition curve with a large enough effect in the signal ratio, with a control signal flat, not every such curve was filed as active; inconclusive = small, poorly fitted or top-dose-only effect, or effect the other way, or a change in a side signal; the % refers to the signal ratio;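 note: potency is the fitted concentration of half-maximal effect; plate controls were basal doxycycline-induced cells for no effect and cells given 10 µM MG132 for full effect; MG132 reads +100%, hits lower the ratio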
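Concentration-response series (up to 46 uM) were applied to TMD8 dual-reporter cells for 4 h at 37C with doxycycline. Green/red ratio, after filter-overlap correction, defined %Activity; red signal alone was normalised to basal cells and zero luminescence.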
ELG1 repair inh – inhibitors of ELG1-dependent DNA repair in HEK293T cells; AID 504467; HEK293T ELG1-luciferase reporter, luminescence, 16 h; DNA damage induced by 5-fluorouridine; hit rate 2.3% among 330,000; Potency, µM (top dose mostly 46.1 µM), for the others: at the top dose activity change, negative = inhibition, usual class: inhibitors; note: potency is the fitted concentration of half-maximal effect; % is set by controls: 0 for no effect and ±100 for the full control effect; nearly all actives have a fitted effect of over 55% in size
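DMSO vehicle served as the neutral condition. Each well held 2,000 cells given 5-fluorouridine plus compound; after 16 hr at 37 °C/5% CO2, ONE-Glo was added and luciferase measured 30 min later.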
* hit, by the source's call; ? = inconclusive; / = no result given; [ ] = another dose, or the depositor's remark. Unless noted, calls come from the whole dose curve; as a rule, active = well fitted curve in the direction sought with a large enough effect; inconclusive = small, poorly fitted or top-dose-only effect, or another doubt; inactive = no such curve, though single readings can be large; an effect the other way counts as inactive or inconclusive. This is a random part of the collection; any-hit rate near 3.2%.

A first look, 2 compounds:
structure,TCR act,a7 integrin act,TSHR antag,AT treatment,Eya2 inh,ASM inhibitor,Mito fusion yeast,TSG101-PTAP inh,Tb PFK block,Chronic BCR inh,ELG1 repair inh
COc1ccc(C2C(C(=O)N3CCOCC3)CCC(=O)N2c2cc(OC)c(OC)c(OC)c2)cc1 (centres undefined),-20.5%,0.0%,13.6,-0.1%,-6.9%,5.8%,-2.0%,-5.4%,0.1%,-4.5%,12.0%
NS(=O)(=O)c1ccc(CCNC(=O)CN2CCN(Cc3cccc4ccccc34)CC2)cc1,-4.8%,-30.7%,-6.4,2.8%,-5.5%,-2.3%,-3.4%,-6.1%,-1.2%,-0.9%,-4.9%

The whole of this part, repeating the preview:
structure,TCR act,a7 integrin act,TSHR antag,AT treatment,Eya2 inh,ASM inhibitor,Mito fusion yeast,TSG101-PTAP inh,Tb PFK block,Chronic BCR inh,ELG1 repair inh
COc1ccc(C2C(C(=O)N3CCOCC3)CCC(=O)N2c2cc(OC)c(OC)c(OC)c2)cc1 (centres undefined),-20.5%,0.0%,13.6,-0.1%,-6.9%,5.8%,-2.0%,-5.4%,0.1%,-4.5%,12.0%
NS(=O)(=O)c1ccc(CCNC(=O)CN2CCN(Cc3cccc4ccccc34)CC2)cc1,-4.8%,-30.7%,-6.4,2.8%,-5.5%,-2.3%,-3.4%,-6.1%,-1.2%,-0.9%,-4.9%
Cc1occc1C(=O)NNC(=S)Nc1ccccc1,-9.7%,8.2%,-10.8,1.2%,12.9%,-1.9%,-0.3%,-1.1%,-3.4%,?,?
COc1cc(NC(=O)c2cc(C)nc3ccccc23)cc(OC)c1OC,/,6.7%,-5.7,-3.1%,-4.2%,-2.2%,0.3%,1.6%,0.4%,?,7.5%
CCOc1ccc2nc(C(C)O)[nH]c2c1 (centres undefined),3.3%,-17.7%,-0.1,-0.8%,6.3%,1.3%,-1.2%,-4.4%,-7.1%,-12.4%,?
O=C(Nc1ccc(F)cc1F)c1cc2ccccc2oc1=O,/,-33.7%[inhibitor],12.7,1.1%,-7.5%,-4.5%,-1.9%,-4.9%,-5.5%,4.9%,?
COc1cccc(Cn2cc(-c3cccc(C(F)(F)F)c3)nn2)c1,-5.6%,4.9%,3.6,-7.2%,-13.5%,-8.4%,2.1%,-3.8%,4.5%,?,24.0%
COc1ccc(C(=O)Nc2ccc3nc(C)sc3c2)cc1OC,2.2%,?,4.2,2.5%,6.6%,2.1%,11.1%,-4.3%,1.6%,?,?
Cc1cccc(OCC(=O)Nc2ccc3c(c2)nc(CCN2CCCCC2)n3C)c1,-4.2%,-52.3%[inhibitor],4.5,/,-5.4%,2.7%,?,-0.7%,-0.6%,0.3%,-2.9%
COc1ccc(S(=O)(=O)Nc2nc3ccccc3nc2NCc2ccc3c(c2)OCO3)cc1,-0.2%[46.1 µM],12.3%,21.4,4.3%,-6.3%,21.8%,0.1%,-5.9%,2.1%,9.8%,14.5%
Cn1c(COc2ccccc2)nnc1SCC(=O)Nc1ccc(N2CCOCC2)cc1,3.7%,10.4%,-2.0,1.3%,4.9%,-1.6%,4.4%,-6.2%,2.3%,-0.6%,-1.8%
CC1CCN(C(=S)c2ccc(-c3ccc(Cl)cc3Cl)o2)CC1,-8.5%[46.1 µM],9.6%,-12.2,6.9%,-2.9%,/,1.2%,-2.8%,-9.4%,-10.4%,?
Cc1noc(C)c1C(=O)N1CCC(Cc2ccccc2)CC1,/,-28.0%,-4.2,0.1%,-8.3%,-0.7%,-14.5%,/,-3.0%,-0.5%,-18.1%
CC(C)CCN=Cc1c(O)n(-c2ccccc2)c(=O)c2ccccc12,/,-26.6%,2.3,-6.4%,20.0%,-1.8%,14.9%,-0.8%,2.1%,18.7%,?
O=C(Cn1cnc(S(=O)(=O)N2CCCCC2)c1)N1CCN(c2ccc([N+](=O)[O-])cc2)CC1,-6.9%,4.1%,-0.9,-9.0%,1.1%,-12.7%,-2.9%,-2.1%,-8.1%,1.9%,6.7%
Cn1c(NC(=O)c2ccco2)cc(=O)n(C)c1=O,-2.1%,-2.6%,8.1,-1.3%,1.5%,3.8%,-0.8%,-4.6%,2.0%,4.0%,-1.4%
O=C(COC(=O)CCc1nc2ccccc2s1)Nc1ccc(S(=O)(=O)N2CCOCC2)cc1,0.5%,1.5%,-4.1,9.2%,5.5%,-3.1%,6.4%,-10.8%,-8.4%,2.9%,2.7%
CCOc1ccc(C(C(=O)NC2CCCCC2)N(C(=O)c2ccco2)c2ccc(-n3cnnn3)c(C)c2)cc1 (centres undefined),-3.3%[46.1 µM],-8.3%,-1.3,-0.4%,4.6%,1.4%,-0.2%,-0.1%,-0.4%,-1.0%,10.6%
CCCCC(CC)COC(=O)c1ccc(N(C)C)cc1 (centres undefined),-1.5%,/,-16.5,17.9%,-5.6%,11.5%,3.6%,-0.3%,5.0%,?,9.5%
CC(=O)Nc1ccc(S(=O)(=O)Nc2nc3ccccc3nc2N2CCCC2)cc1,-76.6%,-2.4%,-9.0,-2.5%,-14.5%,1.8%,7.7%,-0.8%,-2.3%,-18.4%,7.5%
COc1cc(C(=S)N2CCCCC2)ccc1OCC(=O)Nc1ccccc1Cl,1.8%,?,-9.6,1.7%,6.7%,-6.4%,-2.0%,-5.2%,1.4%,2.1%,2.9%
CN(NC(=O)c1ccc(Cl)cc1)c1cccc(Cl)n1,1.2%,9.0%,2.6,2.1%,-1.1%,-0.5%,2.6%,-6.4%,-7.1%,-5.1%,11.0%
C=CCOc1ccccc1CN(CCc1ccccc1)C(=O)c1cccc(S(C)(=O)=O)c1,3.2%,7.3%,?,-3.9%,-9.0%,-1.1%,2.2%,-3.2%,-7.0%,1.3%,?
COc1ccc(-c2nc(CCl)cs2)cc1,-0.8%,-47.7%[inhibitor],1.0,-15.2%,-18.1%,4.0%,0.4%,-1.3%,0.7%,1.1%,?
CCOc1ccc(C2C(C#N)=C(N)SC(N)=C2C#N)c(OCC)c1,-6.0%,13.1%,-2.4,-1.1%,14.7%,-0.6%,9.9%,7.4%,-11.6%,-25.2%,5.5%
CC(N=C1NS(=O)(=O)c2ccccc21)C(=O)Nc1ccc(F)cc1Cl (centres undefined),/,1.3%,19.4,-3.9%,-6.2%,-1.6%,0.6%,-1.6%,-9.2%,-4.2%,-6.7%
Cc1cc(C)nc(SCc2nnc(SCC(=O)Nc3ccc(C)c(C)c3)n2Cc2ccco2)n1,7.8%,-32.2%,-8.1,0.3%,-28.4%,-2.9%,-0.3%,-3.5%,-1.5%,-3.9%,?
CC1=CC2=NC(=O)/C(=C\c3cc(C)n(-c4ccccc4)c3C)C(=N)N2O1,1.5%,-7.9%,-17.4,-5.9%,7.5%,39.2%[activator],-3.9%,2.1%,-2.6%,-0.6%,-0.6%
COc1cccc(-c2nn3c(-c4ccco4)nnc3s2)c1,-28.0%,9.2%,-6.0,1.6%,9.2%,-0.7%,8.2%,-4.7%,2.8%,10.3%,19.6%
O=C(N/N=C/c1cc(Br)cc(Br)c1O)c1ccncc1,7.6%,-14.2%,4.7,-6.8%,6.3%,-10.1%,3.7%,?,1.7%,5.4%,?
CCc1c(O)nc(SCC(=O)c2ccccc2)n(-c2ccccc2)c1=O,5.6%,16.5%,-6.3,-2.3%,0.2%,-0.3%,0.3%,-2.6%,0.8%,7.3%,5.0%
CCOc1ccc2[nH]c(=O)c(CN(CCN3CCCC3)C(=S)Nc3ccccc3OCC)cc2c1,2.9%,-2.5%,4.9,7.5%,2.6%,17.8%,-3.1%,-6.8%,0.1%,?,-9.3%
CC(=O)N1CCC(C(=O)N2CCN(S(=O)(=O)c3cccs3)CC2)CC1,-0.2%,28.2%,-0.6,6.6%,3.0%,/,-2.6%,-0.5%,1.9%,-2.2%,-1.9%
